G6PDH counter = L. mesenteroides G6PDH inhibitors, counter-screen for G6PDH-coupled screening assays, biochemical, Leuconostoc mesenteroides enzyme; inhibition, % at 5 µM; actives 0.12% (n = 200,000); Purified L. mesenteroides G6PDH, diaphorase/resazurin coupled fluorescence, 45 min; in the data active means inhibition above about 50%
TLR4-MyD88 BLA = inhibitors of TLR4-MyD88 association in cells, primary screen, cell-based, HeLa CL3-4, BLA complementation, FRET ratio; Toll-like receptor 4 (Homo sapiens) + Myeloid differentiation primary response protein …; HeLa CL3-4 TLR4/MyD88 BLA complementation; inhibition, % at 8.4 µM; actives 0.18% (n = 200,000); AID 861, 2007; in the data active means inhibition above about 25%;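 further: 0% = vehicle and 100% = reference inhibitor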
Target sequence (O00206 whole entry, looked up): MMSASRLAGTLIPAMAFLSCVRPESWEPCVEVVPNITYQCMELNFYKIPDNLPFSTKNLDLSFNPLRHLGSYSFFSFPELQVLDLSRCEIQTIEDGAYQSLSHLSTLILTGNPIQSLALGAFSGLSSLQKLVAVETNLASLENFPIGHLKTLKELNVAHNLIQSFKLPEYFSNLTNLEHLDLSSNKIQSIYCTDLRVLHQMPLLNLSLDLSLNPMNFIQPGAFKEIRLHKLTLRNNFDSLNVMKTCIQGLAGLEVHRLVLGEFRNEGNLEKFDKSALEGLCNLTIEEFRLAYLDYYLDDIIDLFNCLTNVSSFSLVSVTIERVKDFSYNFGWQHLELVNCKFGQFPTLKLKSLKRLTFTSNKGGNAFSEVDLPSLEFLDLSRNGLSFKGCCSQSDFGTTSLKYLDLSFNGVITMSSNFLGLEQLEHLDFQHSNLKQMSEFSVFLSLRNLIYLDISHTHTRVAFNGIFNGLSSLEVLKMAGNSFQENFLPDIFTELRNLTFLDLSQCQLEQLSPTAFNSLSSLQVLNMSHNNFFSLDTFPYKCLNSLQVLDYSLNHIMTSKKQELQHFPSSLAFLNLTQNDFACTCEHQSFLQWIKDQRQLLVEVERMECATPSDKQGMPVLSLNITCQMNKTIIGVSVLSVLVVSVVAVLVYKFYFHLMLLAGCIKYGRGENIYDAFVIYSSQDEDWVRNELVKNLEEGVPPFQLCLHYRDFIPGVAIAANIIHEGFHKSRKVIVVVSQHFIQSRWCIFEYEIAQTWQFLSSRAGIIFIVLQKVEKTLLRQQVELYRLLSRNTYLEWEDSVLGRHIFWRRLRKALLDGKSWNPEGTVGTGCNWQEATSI
Target sequence (Q99836 whole entry, looked up): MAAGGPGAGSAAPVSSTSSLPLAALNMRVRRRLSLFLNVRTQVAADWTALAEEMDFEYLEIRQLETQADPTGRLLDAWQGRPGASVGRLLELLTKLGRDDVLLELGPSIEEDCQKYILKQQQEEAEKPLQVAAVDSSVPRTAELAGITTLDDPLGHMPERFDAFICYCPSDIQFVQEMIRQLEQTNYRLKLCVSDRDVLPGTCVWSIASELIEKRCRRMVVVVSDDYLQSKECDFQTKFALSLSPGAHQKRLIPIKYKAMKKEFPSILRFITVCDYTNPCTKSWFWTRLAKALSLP
STAT1 inh = STAT1 signaling inhibitors, primary screen, cell-based, HTS, luciferase reporter; NIH 3T3 STAT1-luciferase reporter, IFN-gamma, luminescence; inhibition, % at 5.5 µM; actives 0.35% (n = 200,000);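 active means inhibition above a set limit, the mean inhibition across all tested compounds plus 3 SD, cut at about 34% in these data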;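 further: 0% = IFN-gamma with DMSO and 100% = IFN-gamma with 300 µM nifuroxazide; values of inactives mirror those of a sister screen read the other way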
STAT3 activator = IL-6 driven STAT3 reporter potentiators, primary screen, U3A cells, luciferase, luminescence, MLSCN library. IL-6 STAT3-luciferase reporter; 100% = signal with IL-6 EC80 alone. activation (% of control), % at 5.6 µM. actives 0.91% (n = 190,000);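 active means activation above the screen-wide mean of compound activation plus 3 SD, cut at about 130% in these data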;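 further: 0% = background luminescence of wells with medium and substrate only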
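system = STAT3-luciferase reporter U3A cells | reagent = IL-6 stimulus at 33 ng/mL final | timing = 1 h compound pre-exposure, 6 h IL-6 stimulation, 37 °C | measured by = luminescence | evaluation = % activation versus median of IL-6-stimulated wells | control set = IL-6-only wells as 100% reference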
STAT3 inh = IL-6 driven STAT3 reporter inhibitors, primary screen, U3A cells, luciferase, luminescence, MLSCN library; IL-6 STAT3-luciferase reporter; host cell line lacks STAT1; inhibition, % at 5.5 µM; actives 0.89% (n = 190,000);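 active means inhibition above the mean inhibition across all screened compounds plus 3 SD, cut at about 44% in these data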;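 further: 0% = DMSO only wells and 100% = 100 µM nifuroxazide control wells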
Diaphorase inh = diaphorase inhibitors and chemical oxidizers, primary screen, counter-screen for diaphorase-coupled primary assays, biochemical, uHTS, resorufin fluorescence; diaphorase resazurin-to-resorufin fluorescence, NADH, 16 min; bacterial (C. kluyveri) enzyme, not human; inhibition, % at 20 µM; actives 0.69% (n = 190,000);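 active means primary screen inhibition at 20 µM above a set limit, cut at about 50% in these data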;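 further: plate controls were DMSO with full reaction for no effect and wells lacking NADH for full effect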
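controls = No-NADH positive control and DMSO neutral control | system = Clostridium kluyveri diaphorase enzyme | timing = reaction incubation of 16 min at room temperature | signal = resorufin fluorescence 544/590 nm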
Hsp70 activator = Hsp70 transcriptional activators, primary screen, cell-based, HeLa, Hsp70 promoter luciferase, luminescence, 10 µM; HeLa Hsp70 promoter luciferase reporter; scaled: vehicle 0, proteasome-inhibitor control 100%; activation, % at 10 µM; actives 0.04% (n = 200,000); AID 1203, 2008;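 active means activation above the mean across all tested compounds plus 3 SD, cutoff set per campaign, cut at about 5.5% in these data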;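 further: 100% = MG132 at 30 µM as the positive control and 0% = DMSO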
APP 5UTR inh = inhibitors of APP translation via 5'UTR reporter, primary screen, APP 5'UTR luciferase, SH-SY5Y cells; inhibition, % at 2 µM; SH-SY5Y APP 5'UTR-luciferase reporter, luminescence; actives 0.82% (n = 190,000);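 active means inhibition above a set limit, derived from the sample mean plus 3 SD, cut at about 45% in these data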; further: values of inactives mirror those of a sister screen read the other way
Diaphorase act = compounds boosting diaphorase resazurin reduction – biochemical, uHTS, resorufin fluorescence, counter-screen for diaphorase-coupled primary assays, primary screen | Diaphorase/resazurin coupled assay, 16 min; active compounds read high; 1 = vehicle wells, 0 = NADH-free wells | activation factor at 20 µM | actives 0.005% (n = 190,000) | AID 1229, 2008;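 active means diaphorase activity raised at least twofold by the compound at 20 µM; inactive means activation factor below 2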
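test system = bacterial diaphorase enzyme (C. kluyveri) | quantity = enzyme 0.07 U/mL final | reagent = NADH substrate 0.114 mM plus resazurin dye 0.1 mM, final | incubation = 16 min enzyme reaction, ambient temperature | buffer or medium = HEPES pH 7.4 buffer with MgCl2 and Tween 20 | signal = fluorescence of resorufin, 544 nm excitation, 590 nm emission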
STAT1 act = STAT1 signaling activators, primary screen, cell-based, HTS, luciferase reporter; NIH 3T3 STAT1-luciferase reporter, IFN-gamma, luminescence; 100% = IFN-gamma alone, no compound; actives 2.6% (n = 200,000); activation (% of control), % at 5.5 µM; AID 932, 2007;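 active means activation above the screen-wide mean activation plus 3 SD, cut at about 130% in these data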;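 further: raw ratio to IFN-gamma control signal so 100% means no change and 0% no light; values of inactives mirror those of a sister screen read the other way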
An asterisk follows results filed as active; x = no result given.

SMILES	G6PDH counter	TLR4-MyD88 BLA	STAT1 inh	STAT3 activator	STAT3 inh	Diaphorase inh	Hsp70 activator	APP 5UTR inh	Diaphorase act	STAT1 act
COc1cccc(C(C(=O)Nc2ccc(F)cc2)N(C(=O)Cn2nnc3ccccc32)C2CC2)c1 (centres undefined)	8	-5	-1	98	5	14	-0.4	-2	0.9	100
O=C(N/N=C\c1ccco1)c1cncc(Br)c1	13	-7	-2	113	-10	4	0.4	-7	1	102
CCCCc1nc(NCCNC(=O)c2ccccc2)c(C#N)c2c1CSC(C)(C)C2	3	4	3	105	0	22	-0.3	-2	0.8	97
CCOc1ccc(-c2nn(-c3ccccc3)cc2/C=C2\SC(=S)N(Cc3ccco3)C2=O)cc1	-15	8	-3	109	-16	14	-0.3	9	0.9	102
C/C(=N\NC(N)=S)c1ccc(Cl)s1	1	-4	2	85	20	15	-0.3	-16	0.8	99
C=CCSc1n[nH]c(-c2ccc(OCCCC)cc2)n1	-15	-8	-29	90	15	29	-0.2	-47	0.7	127
Cn1c(Cn2c(=O)sc3ccccc32)nnc1SCC(=O)Nc1ccccc1	-1	0	-6	99	1	8	-0.3	4	0.9	107
CCOc1ccc(C(=O)C(CCC(CN(C)C)C(=O)c2ccc(OCC)cc2)CN(C)C)cc1 (centres undefined)	2	10	30	82	18	3	2.6	92*	1	73
CCN(CC(=O)NCc1cccs1)S(=O)(=O)c1ccc(C(C)C)cc1	16	0	2	108	-6	14	-0.2	-16	0.9	98
O=C(COc1ccc(Cl)cc1Cl)NCCSc1ccc(Cl)cc1	4	7	-5	99	7	13	-0.1	4	0.9	104
O=C(Oc1cccnc1)c1ccc([N+](=O)[O-])cc1Cl	5	-4	6	102	0	8	-0.3	20	0.9	93
Cc1noc(C)c1CSc1nnc2scc(-c3ccc(Cl)cc3)n12	12	-7	9	101	0	5	-0.1	5	0.9	89
CCC(C)(C)NC(=O)C(c1ccc(C)cc1)N(Cc1cccs1)C(=O)c1ccc2c(c1)OCCO2 (centres undefined)	6	-9	0	100	7	16	-0.3	-1	0.8	100
COc1ccc2c(c1OC)C(=O)N1c3ccccc3SC21 (centres undefined)	10	-9	-53	121	-22	0	0.3	-79	1	149*
COc1cc(C)c(/C=C(\C#N)C(=O)Nc2cccc(C)c2)cc1C(C)C	10	-8	-3	99	1	7	-0.3	x	0.9	103

Records listed so far printed as active in APP 5UTR inh:
SMILES,TLR4-MyD88 BLA,STAT1 inh,STAT3 activator,Hsp70 activator,APP 5UTR inh,STAT1 act
CCOc1ccc(C(=O)C(CCC(CN(C)C)C(=O)c2ccc(OCC)cc2)CN(C)C)cc1 (centres undefined),10,30,82,2.6,92*,73

(further entries)
SMILES	G6PDH counter	TLR4-MyD88 BLA	STAT1 inh	STAT3 activator	STAT3 inh	Diaphorase inh	Hsp70 activator	APP 5UTR inh	Diaphorase act	STAT1 act
N#C/C(=C\c1cn(CC(=O)N2CCCC2)c2ccccc12)C(=O)NCc1ccc2c(c1)OCO2	-8	-2	-3	98	5	50	-0.3	9	0.5	103
Cc1ccc(OCc2nnc(SCC(=O)c3ccccc3)n2-c2ccccc2)cc1	3	-2	-10	100	1	23	-0.3	0	0.8	105
COc1cc(C(N)=O)cc(Br)c1OC	-8	13	7	88	17	16	-0.4	-19	0.8	89
COc1cc(NC(=O)c2c(F)cccc2F)nc(OC)n1	1	9	-23	99	6	16	0.4	-31	0.8	121
O=C(NCc1ccc2c(c1)OCO2)C1CC(c2cccc(Br)c2)=NO1 (centres undefined)	0	4	5	102	1	24	-0.5	12	0.8	96
N=c1sccn1CC(=O)Nc1ccc(S(=O)(=O)N2CCOCC2)cc1	-1	-13	3	98	6	7	-0.1	1	0.9	98
CC(=O)Nc1ccc(N(C(=O)c2ccco2)C(C(=O)NC2CCCC2)c2cccs2)cc1 (centres undefined)	4	-3	2	103	2	0	-0.2	0	1	98
CC1=CC(C)(C)Nc2ccc(OC(=O)c3cccnc3)cc21	0	18	18	77	29	4	0.0	32	1	84
COc1ccc(CCNC(=O)CN(C)S(=O)(=O)c2cccc3nsnc23)cc1OC	4	-11	0	94	8	8	-0.1	6	0.9	100
COc1cc(/C=C(\C#N)c2ccccn2)ccc1OCC(=O)Nc1cccc(C(F)(F)F)c1	-5	-1	7	100	-3	20	-0.4	4	0.8	96
COc1ccc(OC)c(NC(=O)C2COc3ccccc3O2)c1 (centres undefined)	7	8	-1	88	20	3	-0.1	5	1	101
CS(=O)(=O)N(CC(=O)NCc1ccc2c(c1)OCO2)c1cccc(Cl)c1	10	8	11	98	4	4	-0.2	8	1	88
Cc1cccc(N=Nc2cn[nH]c2-c2ccco2)c1	-4	-7	-29	92	11	-2	-0.1	0	1	126
Cc1ccc(CC(=O)N/N=C/c2ccc3c(c2)OCO3)cc1	3	-1	-20	102	2	0	0.2	-28	1	115
COc1ccc(CCNC(=O)Cn2cccc2C(=O)c2ccccc2)c(OC)c1	-4	0	3	97	6	8	0.1	-21	0.9	96
CN(c1ccc2nc3ccccc3c(=O)n2n1)C1CCCCC1	-2	8	90*	11	105*	12	-0.5	39	0.9	17
COc1cccc2c1OCC(C(=O)OCc1cccnc1)=C2	22	6	-1	90	18	4	-0.1	-16	1	100
CC(=O)c1cnc2sccn2c1=O	-1	1	-1	102	0	0	0.3	-4	1	101
CCOC(=O)C1=C(C)Nc2ncnn2C1/C=C/c1ccccc1 (centres undefined)	4	-3	7	97	8	22	-0.1	16	0.8	94
CCCC(=O)Nc1ccc2oc(-c3cncc(Br)c3)nc2c1	3	-2	-44	92	16	8	0.1	-128	0.9	139*
O=C1OC2(CCCCC2)OC(=O)C1=CNc1ccc2c(c1)OCO2	14	-11	-15	104	7	-3	-0.1	0	1	114
CCOC(=O)N1CCN(S(=O)(=O)c2ccc(C(=O)Nc3nnc(CC)o3)cc2)CC1	24	-12	-4	105	-4	3	0.3	-10	1	104
O=S(=O)(c1ccccc1C(F)(F)F)N1CCC(n2cnc3ccccc32)CC1	7	2	5	97	1	12	-0.3	-3	0.9	96
CC(C)C(c1nnnn1Cc1ccccc1)N1CCN(Cc2ccc3c(c2)OCO3)CC1 (centres undefined)	16	5	4	107	-5	11	-0.3	3	0.9	96
CC1CCC2C(C1)Nc1c(C(=O)O)cccc1C2(C)C (centres undefined)	15	-9	-4	100	2	6	-0.2	0	0.9	104
CCOC(=O)C1(CCCc2ccccc2)CCN(Cc2nccn2CC)CC1	12	-15	30	103	2	8	0.0	-7	0.9	71
O=C(Nc1ccn(Cc2ccc(F)cc2)n1)c1ccncc1	5	1	6	83	23	4	-0.5	11	1	95
Cc1n[nH]c(=O)n1-c1ccc(OC(F)(F)F)cc1	1	-24	-2	104	-2	-2	-0.3	-9	1	101
O=C(CN1C(=O)CCSc2ccccc21)Nc1ccc2c(c1)OCO2	1	5	3	98	9	4	-0.5	12	1	98
Cc1ccc(C(CC(=O)O)Nc2nc(N3CCCCC3)nc(N3CCCCC3)n2)cc1 (centres undefined)	15	-6	3	100	6	12	-0.5	3	0.9	98

Arranged by molecular weight (high to low): 3 of the compounds above
SMILES	G6PDH counter	TLR4-MyD88 BLA	STAT1 inh	STAT3 activator	STAT3 inh	Diaphorase inh	Hsp70 activator	APP 5UTR inh	Diaphorase act	STAT1 act
O=C(CN1C(=O)CCSc2ccccc21)Nc1ccc2c(c1)OCO2	1	5	3	98	9	4	-0.5	12	1	98
O=C1OC2(CCCCC2)OC(=O)C1=CNc1ccc2c(c1)OCO2	14	-11	-15	104	7	-3	-0.1	0	1	114
CN(c1ccc2nc3ccccc3c(=O)n2n1)C1CCCCC1	-2	8	90*	11	105*	12	-0.5	39	0.9	17

Part of the list above, with two lines to a compound:
Below each SMILES – G6PDH counter, TLR4-MyD88 BLA, STAT1 inh, STAT3 activator, STAT3 inh, Diaphorase inh, Hsp70 activator, APP 5UTR inh, Diaphorase act, STAT1 act
> CCOC(=O)C1=C(C)Nc2ncnn2C1/C=C/c1ccccc1 (centres undefined)
 : 4, -3, 7, 97, 8, 22, -0.1, 16, 0.8, 94
> CCCC(=O)Nc1ccc2oc(-c3cncc(Br)c3)nc2c1
 : 3, -2, -44, 92, 16, 8, 0.1, -128, 0.9, 139*

Going on with the list:
SMILES	G6PDH counter	TLR4-MyD88 BLA	STAT1 inh	STAT3 activator	STAT3 inh	Diaphorase inh	Hsp70 activator	APP 5UTR inh	Diaphorase act	STAT1 act
CCn1c(CCNC(=O)c2cccs2)n[nH]c1=S	3	3	7	105	-5	0	-0.3	-10	1	94
COc1ccc(-n2c(=O)cc(N3CCN(c4ccccc4OC)CC3)[nH]c2=O)cc1	7	11	3	98	7	-3	-0.2	12	1	98
COc1ccc(OCc2nnc(SCC(=O)NNC(=O)c3ccc(C)cc3)n2C)cc1	-11	-2	-4	108	-11	14	-0.2	-7	0.9	104
CCOCCCn1c(SC(C(=O)Nc2cc(C)ccc2C)c2ccccc2)nnc1-c1ccc(Cl)cc1 (centres undefined)	5	-16	4	95	7	20	-0.2	-9	0.8	97
Cc1ccnc(NC2CCCCC2)c1	-1	5	-23	107	-6	4	0.1	-1	1	120
CCOC(=O)N1CCN(c2c(NCCc3ccccc3)c(=O)c2=O)CC1	10	5	-3	104	4	18	-0.1	10	0.8	103
CC(=O)c1ccc(NC(=O)/C=C/c2ccc(C)cc2)cc1	-7	-7	-8	91	9	15	-0.1	-10	0.8	107

Screening results: PubChem BioAssay, several laboratories
